ASAP1 GAP inh: ASAP1 ArfGAP inhibition. actives 0.19% (n = 360,000). ASAP1-stimulated ARF1 GTP hydrolysis, GDP FP detection. inhibition, % at 16.5 µM; in the data active = inhibition above about 25%;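 note: 0% = vehicle with enzyme and substrate and 100% = no enzyme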
PLCg1 inh: inhibitors of human phospholipase C gamma1. actives 0.84% (n = 370,000). P19174. purified PLC-gamma1, fluorogenic substrate, fluorescence. inhibition, % at 12.2 µM; in the data active = inhibition above about 9.5%
Target sequence (P19174 whole entry, looked up): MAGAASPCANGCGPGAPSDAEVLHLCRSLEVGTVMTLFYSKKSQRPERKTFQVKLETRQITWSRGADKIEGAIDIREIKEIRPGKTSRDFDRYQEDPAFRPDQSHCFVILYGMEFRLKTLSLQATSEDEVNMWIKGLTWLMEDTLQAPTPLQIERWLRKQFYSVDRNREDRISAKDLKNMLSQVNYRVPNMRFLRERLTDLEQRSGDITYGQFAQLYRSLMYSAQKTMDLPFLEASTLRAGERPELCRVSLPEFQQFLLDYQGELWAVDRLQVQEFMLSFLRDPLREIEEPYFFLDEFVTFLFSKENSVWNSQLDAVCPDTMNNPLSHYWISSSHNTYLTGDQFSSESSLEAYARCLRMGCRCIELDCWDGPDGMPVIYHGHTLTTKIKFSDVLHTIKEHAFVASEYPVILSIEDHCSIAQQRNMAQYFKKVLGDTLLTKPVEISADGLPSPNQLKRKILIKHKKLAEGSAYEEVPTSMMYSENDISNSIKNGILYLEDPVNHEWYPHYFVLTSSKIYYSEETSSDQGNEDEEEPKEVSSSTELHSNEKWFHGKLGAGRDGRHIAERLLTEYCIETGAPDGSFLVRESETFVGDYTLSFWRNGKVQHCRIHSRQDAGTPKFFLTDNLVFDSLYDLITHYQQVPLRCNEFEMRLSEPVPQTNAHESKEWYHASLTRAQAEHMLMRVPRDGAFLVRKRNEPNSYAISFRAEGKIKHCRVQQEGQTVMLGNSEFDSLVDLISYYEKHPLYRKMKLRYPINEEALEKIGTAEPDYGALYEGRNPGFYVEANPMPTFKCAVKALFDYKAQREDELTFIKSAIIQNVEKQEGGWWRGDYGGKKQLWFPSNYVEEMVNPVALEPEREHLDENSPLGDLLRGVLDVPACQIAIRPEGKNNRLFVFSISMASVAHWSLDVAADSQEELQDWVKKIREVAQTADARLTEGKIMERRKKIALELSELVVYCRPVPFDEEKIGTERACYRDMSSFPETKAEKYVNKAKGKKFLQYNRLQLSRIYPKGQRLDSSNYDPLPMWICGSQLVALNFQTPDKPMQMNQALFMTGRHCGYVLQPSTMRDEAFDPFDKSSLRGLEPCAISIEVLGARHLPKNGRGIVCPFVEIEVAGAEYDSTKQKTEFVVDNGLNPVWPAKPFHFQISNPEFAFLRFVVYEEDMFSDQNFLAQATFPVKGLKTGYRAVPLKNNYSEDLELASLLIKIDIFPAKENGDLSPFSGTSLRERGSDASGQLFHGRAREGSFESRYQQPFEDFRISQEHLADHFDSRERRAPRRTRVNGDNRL
PLCb3 inh: blocks human PLC-beta3 enzyme activity | Q01970 | Purified PLC-beta3, fluorogenic substrate, fluorescence | inhibition, % at 12.2 µM | actives 0.18% (n = 370,000) | AID 720704; in the data active = inhibition above about 11%;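 note: 0% = median of compound wells on plate and 100% = full blocker control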
KLK7 zymogen act: activators of human kallikrein-7 zymogen | AID 652039 | purified proKLK7, EDANS-DABCYL substrate fluorescence; 100% is mature enzyme control, 0% vehicle | P49862 | activation, % at 7 µM | actives 0.9% (n = 370,000);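 active = activation above the mean of all tested compounds plus 3 SD, computed per campaign excluding outliers beyond control limits, cut at about 13% in these data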
HGIII-sPLA2 inh: Inhibits HGIII-sPLA2 liposome hydrolysis, primary screen. actives 0.56% (n = 370,000). AID 743126. QFRET BODIPY PC-A2 liposome hydrolysis, fluorescence. inhibition, % at 12.2 µM;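 active = inhibition above mean plus 3 SD of compounds lying within the high and low control bounds, cut at about 19% in these data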;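 note: 0% = median of test compound wells and 100% = no enzyme DMSO wells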
NR1D1 modulator: modulators of human Rev-erb alpha DNA binding. P20393. activity, % at 10 µM. Rev-erbα–FITC-DNA binding, fluorescence polarization, 90 min. actives 0.79% (n = 370,000);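 active = activity above about 14%, limit read from the data; passing the limit was not always enough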;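 note: 0% = DMSO wells with 35 nM protein and 100% = DMSO wells with 750 nM protein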
Tn7 DDE FP: inhibitors of Tn7 peptide binding to human fibrin DD(E); inhibition, % at 8.3 µM; AID 720508; actives 0.13% (n = 370,000); P02675; FP displacement of FITC-Tn7 peptide from fibrin DD(E); 0% = median of compound wells per plate;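 active = inhibition above the mean of compounds falling within the control limits plus 3 SD of them, cut at about 14% in these data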;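 note: 0% = plate median of compound wells and 100% = 10 µM Aha-Tn7 peptide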
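Assay system: Human fibrin DD(E) protein | Medium: Tris buffer with calcium and detergent, pH 7.8 | Reagent: 0.1 µM fluorescent Tn7 | Compound dosing: Single point at 8.3 µM | Times: 10 min preincubation, 3 h with tracer, room temperature | Detection: Fluorescence polarization of the labelled Tn7 tracer | Controls: Aha-Tn7 high control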
DDE Tn6 FP inh: inhibitors of Tn6 peptide binding to human fibrin DD(E). P02675. Fibrin DD(E) TRITC-Tn6 fluorescence polarization displacement. inhibition, % at 8.3 µM. actives 0.21% (n = 370,000). AID 720509;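 active = inhibition above a per-campaign cutoff: mean of compounds within control limits plus 3 SD, cut at about 15% in these data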;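 note: 0% = median of all compound wells on the plate and 100% = blocking peptide control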
UHRF1 MBD2 ctr: blocks human UHRF1 binding to methylated DNA | actives 0.75% (n = 370,000) | inhibition, % at 4.4 µM | AID 687016 | UHRF1 binding to methylated oligo, TR-FRET; in the data active = inhibition above about 21%;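 note: UHRF1 SRA domain binding a hemimethylated CpG hairpin DNA probe; 0% = median of test compound wells and 100% = reference inhibitor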
ARFGAP1 inh: inhibitors of rat ARFGAP1. Q62848. actives 0.26% (n = 360,000). inhibition, % at 16.5 µM. Arfgap1-stimulated ARF1 GTP hydrolysis, GDP FP detection;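 active = inhibition above a per-plate limit, mean inhibition of low control wells plus 3 SD, cut at about 25% in these data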;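 note: 0% = DMSO wells with enzyme and 100% = wells lacking Arfgap1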
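Material: rat Arfgap1 GAP domain (His6, aa 1-136), purified enzyme. Also added: human ARF1(Δ1-17)-GTP substrate. Compound dosing: 16.5 µM single point, 1.26% DMSO. Timing: enzyme reaction 120 min at 25 °C after 20 min preincubation. Signal: GDP detection by fluorescence polarization. Read-out basis: percent inhibition of GAP-stimulated GDP formation, scaled between DMSO and no-Arfgap1 medians.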
Active calls of the source: *; i = inactive; x = not tested or not shown.

SMILES | ASAP1 GAP inh | PLCg1 inh | PLCb3 inh | KLK7 zymogen act | HGIII-sPLA2 inh | NR1D1 modulator | Tn7 DDE FP | DDE Tn6 FP inh | UHRF1 MBD2 ctr | ARFGAP1 inh
Cc1cccc(C(=O)c2c(N)sc3c2CCC(C)C3)c1 (configuration not stated) | -5 | 0 | 1 | -0.4 | -3 | -3 | 4 | -2 | -6 | -5
CCCn1cc(C(=O)N(C)C2CCCN(Cc3ccccc3F)C2)c(C)n1 (configuration not stated) | 15 | -1 | -4 | -0.4 | 3 | -6 | -1 | 0 | 3 | 11
COc1ccccc1CCNC(=O)/C(=C/c1cccnc1)NC(=O)c1ccccc1 | 11 | -23 | -30 | 0.2 | 1 | 4 | 3 | -6 | 2 | -2
O=C1CCC(C(=O)OCc2cc(=O)oc3ccc4ccccc4c23)=NN1 | -2 | -149 | -209 | 145* | -3 | -1 | 3 | -6 | -5 | 3
CN1C(=O)SC(Nc2ccccc2C(=O)O)C1=O (configuration not stated) | -7 | -17 | -26 | -1.4 | 0 | 3 | -8 | 1 | 0 | 6
Cc1ccc(C(=O)OCc2cc(=O)n3ccsc3n2)s1 | -6 | -2 | -2 | -0.5 | -2 | 3 | -3 | -6 | -2 | 2
NC(=O)c1cccc(Nc2nc(C(N)CCc3ccccc3)cs2)n1 (configuration not stated) | -6 | 0 | 0 | 0.1 | 17 | -7 | 1 | 1 | -2 | -6
COc1cc(OC)cc(C(=O)N[C@H](C(=O)OCC(=O)c2c[nH]c3ccccc23)C(C)C)c1 | 28* | 2 | 1 | 0.9 | -5 | -1 | -2 | 1 | 0 | 16
O=C(c1c(Cl)nc2sccn12)N1CCN(c2cccc(Cl)c2)CC1 | 0 | 7 | 1 | 0.1 | 10 | 1 | -3 | 0 | 1 | 14
COC(=O)CS(=O)(=O)c1cc(Br)cc2c1N(C(C)=O)CC2 | -1 | 1 | -2 | 0.3 | 4 | 2 | -5 | 7 | -1 | 2
c1ccc(SCc2nc(-c3ccncc3)no2)cc1 | 0 | 0 | 3 | -0.2 | -6 | -3 | 5 | 5 | 3 | 7
CC(=O)Nc1ccc(S(=O)(=O)N2CCN(S(=O)(=O)N3CCOCC3)CC2)cc1 | 9 | 1 | -5 | 0.6 | 0 | 3 | -4 | 7 | 4 | -5

The closing two records of the section before lead into the next.
SMILES | ASAP1 GAP inh | PLCg1 inh | PLCb3 inh | KLK7 zymogen act | HGIII-sPLA2 inh | NR1D1 modulator | Tn7 DDE FP | DDE Tn6 FP inh | UHRF1 MBD2 ctr | ARFGAP1 inh
c1ccc(SCc2nc(-c3ccncc3)no2)cc1 | 0 | 0 | 3 | -0.2 | -6 | -3 | 5 | 5 | 3 | 7
CC(=O)Nc1ccc(S(=O)(=O)N2CCN(S(=O)(=O)N3CCOCC3)CC2)cc1 | 9 | 1 | -5 | 0.6 | 0 | 3 | -4 | 7 | 4 | -5
COC(=O)C1=C(C)NC2=C(C(=O)CCC2)C1c1cn(Cc2ccc(Cl)cc2Cl)nc1-c1ccccc1 (configuration not stated) | 7 | -387 | -466 | -19 | -7 | -8 | 4 | 0 | 0 | -5
Cc1ccccc1NC(=S)N1CCN(c2ccccc2C)CC1 | 0 | -1 | -5 | 0.1 | 3 | 3 | -2 | -3 | 2 | 5
Cc1ccc2c(cnn2C(=O)CCC(=O)N2CCCCC2)c1 | 2 | 5 | 4 | -0.4 | -4 | 2 | -4 | 11 | 0 | 11
CCOc1cc(-c2cn(S(=O)(=O)c3cccc4nsnc34)nc2N)cc(OCC)c1OCC | 4 | 1 | 6 | 0.7 | -2 | 1 | -6 | 0 | -1 | 6
N#Cc1ccc(C(=O)Nc2nc(SCc3ccc(Cl)cc3)n[nH]2)cc1 | -8 | 2 | -1 | -0.2 | 0 | -2 | -10 | 3 | 1 | 6
CCC(=O)N1CCN(c2cc3c(cc2F)c(=O)c(C(=O)O)cn3CC)CC1 | -2 | -20 | -35 | -0.8 | 0 | -1 | 8 | 7 | -1 | -3
O=C(Nc1ccccc1)c1ccc(N2CCN(c3ccccc3)CC2)c(S(=O)(=O)N2CCOCC2)c1 | 1 | 2 | 2 | -0.1 | -1 | 61* | -1 | 3 | -11 | -9
CC(=O)OC12CCCN(C1)/C(=C/c1ccc(Cl)cc1)C2 (configuration not stated) | x | 3 | -3 | 0.1 | 19 | -1 | 0 | -6 | 1 | x
COc1cccc(CNC(=O)C2CCN(S(=O)(=O)N3CC(C)CC(C)C3)CC2)c1 (configuration not stated) | -5 | 6 | 4 | 0.4 | -8 | 3 | 4 | -1 | 0 | 2
Cc1cc2oc(=O)cc(CN3CCCCC3C)c2cc1C (configuration not stated) | -2 | -33 | -48 | -0.8 | -6 | -7 | -6 | -3 | -2 | -3
CCN1CCc2c(sc(NC(=O)c3ccc(S(=O)(=O)N(C)CC4CCCO4)cc3)c2C(N)=O)C1 (configuration not stated) | 0 | -106 | -113 | 1.2 | -7 | 2 | -2 | 4 | 3 | 2
CCOc1ccc(N(CC(=O)NCCSCc2ccccc2Cl)S(C)(=O)=O)cc1 | 10 | -1 | -7 | 0.5 | -7 | 5 | -3 | 14 | -3 | -5
Cc1oc2ccccc2c1CC(=O)NCCCN(C)C | -2 | 0 | -5 | 0.5 | -6 | 1 | 0 | -1 | 7 | -12
O=[N+]([O-])c1cccc(C=NN=C2c3ccccc3-c3ccccc32)c1 | -9 | 0 | 0 | 0.0 | 18 | 7 | 5 | 5 | 3 | -10
C=C(C)Cn1c(N2CCN(CC)CC2)nc2c1c(=O)[nH]c(=O)n2C | 4 | 2 | -1 | 0.2 | 3 | -3 | -3 | -1 | 5 | -12
CC(C)CNS(=O)(=O)c1cc(C(=O)O)c(Cl)cc1Cl | 14 | 4 | -3 | 0.6 | -3 | 0 | 1 | 3 | 0 | -12
COc1ccc2ccc(Oc3ncccn3)cc2c1 | 2 | 0 | -1 | -0.2 | 6 | 8 | 4 | -2 | 0 | 3
CCn1c(COc2ccc(C)cc2)nnc1SCC(=O)Nc1cc(OC)ccc1OC | -7 | -2 | 0 | -0.6 | -15 | -7 | 3 | 1 | 5 | 15
Cc1ccc(N(CC(=O)NC2CCCCC2)S(=O)(=O)c2c(C)nn(C)c2C)cc1 | -8 | 0 | -5 | -0.3 | 3 | -3 | -1 | 2 | 1 | 12
CC(=O)NCC(=O)N1CCCC(C(=O)c2ccc(-c3ccccc3)c(F)c2)C1 (configuration not stated) | 0 | 1 | 5 | 0.3 | 6 | -3 | 2 | -1 | -1 | 5
O=C(C/C=N/OCc1c(Cl)cccc1Cl)c1ccccc1 | -7 | -4 | -4 | 0.0 | 4 | 1 | 6 | 6 | -2 | -9
Cc1ccc2nc(SCC(=O)Nc3c(F)cccc3F)[nH]c2c1 | 12 | 0 | 2 | 0.2 | -9 | -4 | 8 | 8 | 0 | 3
CCCc1nc2c3ccccc3ccn2c1Cc1ccc(OC)cc1C | 1 | -59 | -79 | -0.6 | 8 | -5 | 4 | -1 | 26* | 18
CCOc1ccc(S(=O)(=O)NCCC(=O)N2CCCN(C)CC2)cc1 | 7 | 3 | -9 | -0.3 | -1 | -6 | -4 | -3 | -3 | -7
Cn1nc(CC(=O)Nc2ncc(Br)s2)c2ccccc2c1=O | 4 | 2 | 0 | 0.4 | 0 | -6 | 3 | 2 | 22* | 4
CC(C)n1c(=O)n(CC(=O)NCC2CCCO2)c(=O)c2c3c(sc21)COC(C)(C)C3 (configuration not stated) | 7 | 2 | -3 | 0.5 | 1 | 2 | -3 | -5 | 2 | 1
Cc1ccc(-c2cc(-c3ccc(F)cc3)nc(N)c2C#N)o1 | -13 | -476 | i | 10 | -6 | -1 | -1 | 2 | -7 | 2
Nc1nnnn1/N=C/c1ccc(Cl)cc1 | 7 | 1 | 1 | 0.4 | 6 | 8 | 0 | 4 | 3 | 2
CCN(c1ccccc1)S(=O)(=O)c1ccc(C(=O)NCC(=O)Nc2ccc(F)c(F)c2F)cc1 | -5 | 3 | -6 | 1.6 | -30 | 3 | -1 | 3 | 2 | -10
CC(C)C(Cl)=NOC(=O)Nc1ccc(S(N)(=O)=O)cc1 | 3 | 5 | 3 | 0.2 | 6 | -7 | -11 | 16* | 1 | -2
O=C(c1ccccn1)c1ccc2ccccc2n1 | -2 | -5 | -2 | -0.3 | 0 | -3 | 1 | 8 | -1 | 12
Cc1nc2nc(C)c(NS(=O)(=O)c3ccc(Cl)s3)c(=O)n2[nH]1 | -3 | 5 | 2 | -0.3 | 4 | 0 | -2 | -7 | 0 | -5
Cc1ccc2nc(-c3ccc(F)cc3)c(Cc3ccsc3)n2c1 | -2 | -8 | -16 | 0.4 | -6 | 7 | 1 | 5 | 18 | -5
CC(C)(C)c1ccc(C(=O)NNc2ccc(F)cc2F)cc1 | -12 | 0 | -6 | -0.6 | 15 | 0 | -5 | 0 | 3 | -13
O=C(C[n+]1ccc(-c2nnc3n2CCC3)cc1)c1ccc(Cl)cc1 | 11 | -30 | -34 | -3.2 | 1 | 2 | -8 | -8 | 8 | -7
O=S(=O)(c1cnc[nH]1)N1CCc2ccccc21 | 1 | 1 | 4 | 0.3 | -30 | 1 | 3 | 3 | -1 | -1
CCOc1ccccc1Nc1cc(C)nc2ccccc12 | 1 | 0 | -2 | -0.1 | -3 | 2 | 4 | 2 | 0 | 14
C=CCNc1nc2c(c(=O)[nH]c(=O)n2C)n1CCCCC | -22 | 4 | 1 | 0.3 | -6 | 0 | -1 | -7 | 0 | -11
O=C(O)C1CCN(C(=O)CSc2nnc(-c3ccccc3)o2)CC1 | -1 | 0 | -4 | 0.3 | 6 | 0 | 1 | 0 | -1 | -8
COc1ccc(C(=O)Nc2c(-c3cccs3)c(=O)c3ccccc3n2C)cc1 | -3 | -8 | -23 | -0.2 | 3 | -3 | 1 | -9 | 1 | -1
Cc1ccccc1NS(=O)(=O)c1ccc(C(=O)NCCCN2CCCC2=O)cc1 | 9 | 3 | 1 | 0.3 | 3 | 2 | 0 | 5 | 1 | 2
COC(=O)c1sc2ccccc2c1NC(=O)c1ccc(S(=O)(=O)N2CCCC(C)C2)cc1 (configuration not stated) | 13 | 1 | 0 | -0.1 | -6 | 0 | 0 | -2 | -1 | 7
Cc1ccccc1C(=O)NCCSc1ccccc1 | 13 | 0 | -1 | 0.3 | -2 | 0 | -1 | -3 | 0 | -15
O=C(Nc1ccc(N2CCOCC2)cc1)c1ccc(COc2ccccc2)cc1 | -5 | -3 | -8 | -0.4 | 5 | 5 | 3 | -3 | 1 | 3
Cc1cccc(NC(=O)C(=O)NCc2ccccn2)c1 | -11 | 0 | 3 | 0.0 | 2 | -3 | 1 | 5 | 0 | 9
O=S(=O)(c1cccs1)N1CCCCC1 | -7 | 2 | 5 | 0.8 | -7 | 5 | -4 | -4 | 1 | 2
